Screening results from PubChem BioAssay.
m5-HT2A agonist: mouse Htr2a agonists via beta-arrestin recruitment, primary screen, cell-based, luminescence. 5-hydroxytryptamine receptor 2A (Mus musculus), P35363. CHO-K1 mHTR2A beta-arrestin complementation; percent of 30 µM serotonin response. activation, % at 7.6 µM. 360,000 compounds, 0.66% hits. AID 624169, 2012;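 active means activation above a run cutoff, the mean activation of all tested compounds plus 3 SD, cut at about 14% in these data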;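 further: 0% = plate median of compound wells and 100% = 30 µM serotonin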
MC4R ag barr: MC4R agonists recruiting beta-arrestin, primary screen, cell-based, luminescence, agonist arm of biased-ligand search. Melanocortin receptor 4 (Homo sapiens), P32245. U2OS MC4R beta-arrestin complementation; percent of melanotan II response, DMSO zero. activation, % at 8.9 µM. 360,000 compounds, 0.98% hits. AID 540308, 2011;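 active means activation above a per-plate cutoff, the mean activation of sample wells on that plate plus 3 SD, cut at about 8% in these data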
Target sequence (P32245 whole entry, looked up): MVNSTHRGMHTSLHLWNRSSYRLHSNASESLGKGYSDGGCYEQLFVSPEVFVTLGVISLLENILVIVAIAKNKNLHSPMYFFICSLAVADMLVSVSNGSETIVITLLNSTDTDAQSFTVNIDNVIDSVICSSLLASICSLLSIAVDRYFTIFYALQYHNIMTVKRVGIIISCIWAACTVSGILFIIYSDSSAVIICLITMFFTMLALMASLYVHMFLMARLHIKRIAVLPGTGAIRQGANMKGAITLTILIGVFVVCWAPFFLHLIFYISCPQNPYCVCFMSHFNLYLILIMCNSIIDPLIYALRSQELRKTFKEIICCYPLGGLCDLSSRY
ABCB6 inh MLPCN: ABCB6 transporter inhibitors, primary screen, K562-ABCB6 cells, flow cytometry, MLPCN library | fluorescence ratio to DMSO, % at 10 µM | ATP-binding cassette sub-family B member 6 (Homo sapiens), Q9NP58 | 360,000 compounds, 0.19% hits | AID 602162, 2011 | K562-ABCB6 porphyrin accumulation, 1 h; active compounds read low;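 active means fluorescence ratio to DMSO below 75%, the collection mean minus 3 SD; inconclusive means too few cells collected in the well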;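 further: signal is porphyrin accumulated inside mitochondria; 100% equals median channel fluorescence of DMSO control wells; lower ratio means ABCB6 inhibition with less porphyrin fluorescence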
N-glyco inh: increase of ERlucT glycosylation luciferase signal, primary screen, N-linked glycosylation inhibitor project, D54 ERlucT cells, luminescence, set 2 | D54 ERlucT glycosylation luciferase reporter, 24 h; percent of 100 nM tunicamycin response | reporter increase, % at 12.5 µM | 360,000 compounds, 0.23% hits | AID 588692, 2011;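 active means mean luciferase reporter signal, scaled so untreated is 0 and the glycosylation-blocking control 100, at or above a set limit in every replicate; inconclusive means mean reaches the limit but not every replicate does; inactive means mean below the limit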;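 further: luciferase carries N-glycosylation sites so blocking glycosylation raises the light; 0% = median of neutral control wells and 100% = median of 100 nM tunicamycin wells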
aDG glyco act: activators of alpha-DG glycosylation, primary screen, uHTS, Pro5-aDG cells, AlphaScreen; alpha-DG glycosylation AlphaScreen (IIH6); 0% Pro5, 100% B10-LARGE cell signal; activation, % at 10 µM; 360,000 compounds, 0.22% hits; AID 624168, 2012;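 active means activation of at least 8% versus controls, or a plate z-score of at least 8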;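 further: Pro5 are CHO cells carrying HIG-tagged alpha-DG that lacks glycosylation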
PDI inh: inhibitors of human PDI, primary screen, biochemical, turbidity, single point, plate reader; inhibition, % at 10 µM; PDI insulin aggregation turbidity, A650, 90 min; 350,000 compounds, 0.052% hits; AID 588391, 2011; Protein disulfide-isomerase (Homo sapiens), P07237;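 active means mean inhibition across replicates of 30% or more, whatever share of single replicates reach that level; inconclusive means mean inhibition below 30% while every single replicate reaches 30%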;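 further: absorbance from insulin aggregation driven by PDI reduction with DTT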
Target sequence (P07237 whole entry, looked up): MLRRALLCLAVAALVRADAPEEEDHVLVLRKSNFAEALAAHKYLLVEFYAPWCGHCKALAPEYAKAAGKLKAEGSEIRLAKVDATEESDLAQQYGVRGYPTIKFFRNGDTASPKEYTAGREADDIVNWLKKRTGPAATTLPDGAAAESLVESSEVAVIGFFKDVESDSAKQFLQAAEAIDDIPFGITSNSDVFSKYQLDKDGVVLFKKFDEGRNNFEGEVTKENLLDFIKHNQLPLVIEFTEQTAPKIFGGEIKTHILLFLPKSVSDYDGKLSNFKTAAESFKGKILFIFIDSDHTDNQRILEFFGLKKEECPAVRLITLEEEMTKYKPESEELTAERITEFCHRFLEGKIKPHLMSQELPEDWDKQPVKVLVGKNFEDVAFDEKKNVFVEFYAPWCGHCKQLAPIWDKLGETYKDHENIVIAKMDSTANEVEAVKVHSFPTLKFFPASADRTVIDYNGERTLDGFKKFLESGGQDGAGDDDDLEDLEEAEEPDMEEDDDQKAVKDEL
Vif inh: HIV Vif self-association inhibitors, primary screen, imaging, HEK293T, single point. HEK293T cells, Vif self-association by quenched fluorescence, 24 h. 340,000 compounds, 0.35% hits. inhibition, % at 7.49 µM; in the data active means inhibition above about 50%, passing the limit was not always enough; inconclusive means no clear call, values can overlap the other calls; inactive means below about 31%; further: some results filed as inactive read as strong as hits
MC4R antag cAMP: MC4R antagonists of cAMP signaling, primary screen, cell-based, TR-FRET, antagonist arm of biased-ligand search. AID 540295, 2011. Melanocortin receptor 4 (Homo sapiens), P32245. MC4R-expressing cells, MTII-stimulated cAMP, LANCE TR-FRET. inhibition, % at 6.5 µM. 360,000 compounds, 0.48% hits;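 active means inhibition above its plate's cutoff, the mean of tested wells on that plate plus 3 SD, cut at about 29% in these data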;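 further: 0% = Melanotan II alone and 100% = Melanotan II plus saturating MCL0020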
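system = U2OS cells with stable human MC4R expression | also added = Melanotan II challenge after compound preincubation | dosing = one concentration, 6.5 µM nominal | incubation = compound 30 min, challenge 1 h, detection 1 h | measured by = TR-FRET with Eu-cAMP and labeled anti-cAMP, 671 nm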
CaV13 ICDI inh: Disruptors of the CACNA1D IQ motif to Ca2+-dependent inactivation inhibitor domain association, primary screening, Förster resonance energy transfer in intact living …. inhibition, % at 12.3 µM. AID 743397. 340,000 compounds, 0.098% hits. HEK cells, CFP/YFP FRET ICDI-IQ, plate reader, 10 min; percent FRET-ratio fall versus neutral wells;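 active means mean replicate inhibition of at least 30% and at least 1% of replicates passing that level; inconclusive means only one of the two criteria is met; inactive means neither criterion is met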;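 further: 0% = median of the neutral control wells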
Cardio protect: cardioprotection against H2O2-induced cell death, primary screen, uHTS, H9c2 cells, ATPLite luminescence. H9c2 cardiomyocytes, H2O2 injury protection, 2 h. protection from H2O2 cell death, % at 20 µM. 360,000 compounds, 0.63% hits;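 active means compounds giving at least 50% protection of heart cells from peroxide-induced death in the single-dose screen, raw or plate-pattern-corrected value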;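 further: 0% = DMSO wells with peroxide and 100% = DMSO wells without peroxide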
* marks the source's active call; other numbers are inactive results; u = inconclusive; x = not tested or not shown.

SMILES	m5-HT2A agonist	MC4R ag barr	ABCB6 inh MLPCN	N-glyco inh	aDG glyco act	PDI inh	Vif inh	MC4R antag cAMP	CaV13 ICDI inh	Cardio protect
CSCCNC(=O)C1(C)CCN1C(=O)CCc1ccccc1 (stereo not drawn)	1	0.9	103	0	-0.2	0	8	20	-6	4
COc1ccc(Cc2c(-c3cccc(Cl)c3)nc3ccc(Br)cn23)c(C)c1	-8	x	103	0	-0.2	x	x	x	-6	-6
CC(C)Oc1ccccc1NC(=O)CSc1nc2ccccc2c(=O)n1C	8	2.9	93	-4	0.3	4	-13	16	-5	-12
CC1CCc2sc(C(=O)Nc3ccc(N4CCOCC4)cc3)cc2C1 (stereo not drawn)	-2	-0.7	103	-2	0.6	2	-6	3	-6	-7
COc1ccc(C(=O)/C=C/C(=O)N(CC(=O)NC2CCCCC2)Cc2cccs2)c(O)c1	-10	-5.8	101	-9	-0.5	7	7	32*	-20	-31
O=C(CNC(=O)c1ccc(Br)o1)NCC1CCCCC1	0	0.7	101	2	-0.4	13	0	2	-9	14
O=C(O)CCCC(=O)N1CCN(c2ncccn2)CC1	-1	1.4	97	1	0.0	-4	-2	12	-4	-4
Cn1c(Cc2ccccc2)n[nH]c1=S	3	-0.4	101	2	-0.3	-4	11	3	-3	-2
CCC1Nc2ncnc(N3CCN(c4ccccc4)CC3)c2N(Cc2ccc(Br)cc2)C1=O (stereo not drawn)	-39	-5.8	99	0	-0.1	6	-17	2	-8	6
O=C(CCc1ccccc1)N1CCN(S(=O)(=O)c2cccs2)CC1	2	-4.2	97	-3	-0.1	1	-5	9	x	-2
CCCCOc1ccc(C(=O)N2CCCC2C(=O)O)cc1 (stereo not drawn)	1	1.3	102	0	-0.1	8	u	2	x	2
CCn1nnnc1SCC(=O)Nc1nnc(C(C)C)s1	3	-0.9	98	2	-0.2	-2	4	14	-5	-2
CCCc1nc2c(c(=O)c3ccccc3n2C)c(=O)n1C1CCCCCC1	-3	0.1	98	2	1.2	6	19	14	-3	-1
O=S1(=O)C[C@H](N2CCC[C@@H]2CO)[C@@H](COCc2ccccc2)N1	3	x	91	4	0.0	x	x	x	-7	0
COc1ccc(N2CCN(S(=O)(=O)c3ccc(C(=O)NCc4ccco4)cc3)CC2)cc1	-7	-1.1	95	-3	0.8	11	7	-10	-8	0
O=C(NCC1CCN(Cc2cccc(Cl)c2)CC1)Nc1ccccc1Cl	-9	0.2	100	-2	0.6	0	x	9	-4	1
Cc1ccc(N2CC(C(=O)Nc3nnc(SCCN4CCOCC4)s3)CC2=O)cc1 (stereo not drawn)	-1	-1.0	92	2	0.6	-1	3	-2	x	-1
CCN(CC)C(=O)CSc1nc2cc3c(cc2c(=O)n1CCCC(=O)NCCc1ccc(OC)c(OC)c1)OCO3	4	-1.5	87	0	0.5	9	9	6	7	10
Cc1cc(C)cc(OCC(O)CN2CCN(C(=O)c3ccco3)CC2)c1 (stereo not drawn)	4	-1.2	96	1	0.1	4	x	-2	-6	8
COc1cc2oc(=O)cc(-c3ccc(-c4ccc(C#N)cc4)cc3)c2c(OC)c1OC	4	1.9	96	-4	0.3	2	-3	0	-6	-3
COCCN1C(=O)CS/C1=C(/C#N)C(=O)NCc1ccco1	2	-3.3	101	2	0.2	2	-3	7	-7	-1
NC(=O)c1sc2nc3c(cc2c1N)CCCCCC3	-1	-2.1	100	-2	-0.1	-7	10	14	-4	-7
Cc1ccc2nc(CSc3nc(C)ccc3C#N)[nH]c2c1	-2	3.2	104	-8	0.9	-3	6	18	-9	-13
CC(C)Oc1cccc(C(=O)C2CCCN(C(=O)CCc3cnn(C)c3)C2)c1 (stereo not drawn)	2	1.5	91	-1	0.1	-4	-8	4	-6	-2
NNC(=O)c1ccc(COc2cccc3cccnc23)cc1	3	-2.1	93	1	-0.4	17	36	15	-19	9
Cc1cc(C(=O)COC(=O)c2ccc(NC(=O)CC#N)cc2)c(C)n1CCc1ccc(F)cc1	-7	1.7	93	-2	-0.1	20	-13	5	-6	-16
COC(=O)c1ccc(CSc2nc3ccccc3c(=O)n2-c2ccccc2)o1	-4	0.1	97	6	0.4	-3	4	-37	x	-10
COc1cccc(/C=N/N2CCN(c3ccccc3OC)CC2)c1	4	0.9	100	-2	-0.5	-1	10	6	-3	-6
O=c1cc(N2CCC3(CC2)OCCO3)[nH]c(=O)n1-c1ccc(Cl)cc1	2	-2.3	100	0	0.0	-2	-8	1	-5	4
CS(=O)(=O)NCCCNc1ccc(C(F)(F)F)cc1[N+](=O)[O-]	1	-0.2	104	-1	-0.1	9	-5	1	3	-6
CCN(CC)S(=O)(=O)c1cccc(-c2nnc(SCC(=O)c3ccc(Cl)s3)n2C)c1	1	-0.8	98	0	0.1	0	-4	1	-4	6
COc1ccc(-c2csc(NC(=O)c3cc(=O)c4ccccc4o3)n2)cc1OC	4	-0.3	91	0	-0.4	2	-4	5	1	27
O=S(=O)(NCc1cn2ccsc2n1)c1ccc2c(c1)OCCO2	4	-1.5	100	-1	0.0	3	-3	3	x	-8
CCOc1ccc(CCNC(=O)c2cnc(C)cn2)cc1OCC	3	-1.1	101	3	0.4	-7	-12	13	x	-3
Nc1nc(N=Nc2ccc(O)cc2)cc(=O)[nH]1	-6	-4.1	94	-1	0.0	2	-20	-23	-8	0
COc1ccccc1-n1c(SCC(=O)Nc2cccc(S(N)(=O)=O)c2)nc2ccccc2c1=O	4	0.1	102	-1	0.1	-2	0	21	-1	4
C[C@H](NC(=O)c1nc[nH]c1C(=O)N[C@@H](Cc1ccccc1)C(=O)OC(C)(C)C)C(=O)OCc1ccccc1	5	1.7	98	-1	1.5	-5	x	2	35*	-4
O=[N+]([O-])c1cc(/C=N/n2c(-c3cccnc3)n[nH]c2=S)ccc1Cl	-3	-2.2	98	9	0.1	-1	1	6	-6	10
CCCCN(C(=O)c1cc(OC)c(OC)c(OC)c1)C1=CC2CCC(C1)N2C (stereo not drawn)	2	-2.0	99	-1	0.0	16	5	0	-6	-8
CCOC(=O)CN1NC2(CCC(C(C)(C)C)CC2)NC1=S (stereo not drawn)	5	1.8	99	0	0.4	-7	3	5	-4	7
O=c1[nH]c(=S)[nH]c2c1[C@H](CCc1cccc(Cl)c1)O[C@H](C1CC1)C2	-3	x	105	x	0.1	x	x	x	-5	x
O=C(Nc1cccc(C(F)(F)F)c1)c1ccc2nc(N3C(=O)CCC3=O)sc2c1	0	-0.7	99	0	0.5	-1	-6	23	-5	-12
CCNc1nc(NCC)n2c(SC(C(=O)Nc3cc(C)ccc3OC)c3ccccc3)nnc2n1 (stereo not drawn)	2	-2.7	100	-2	-0.1	19	-8	7	-3	-1
Cc1cc(NC(=O)c2c(C)noc2C)no1	2	0.5	96	2	-0.2	3	5	10	-5	-1
O=C(O)c1ccc(NC(=O)c2ccccc2Br)c(NC(=O)c2ccccc2Br)c1	-1	0.2	99	1	-0.2	-7	0	17	-5	8
O=[N+]([O-])c1ccccc1Nc1ccccc1	-3	1.1	96	1	-0.3	2	x	15	-4	-4
NS(=O)(=O)c1ccc(CCNCc2cc(Br)ccc2OCc2ccccc2)cc1	0	-1.0	97	-5	3.9	11	-2	3	-14	-18
CCCCCC(=O)Nc1cc(S(=O)(=O)N2CCCCC2)ccc1N1CCCCC1	-6	-4.0	96	-10	0.7	-9	-8	1	-7	-16
COCCN1Cc2cccc(C(=O)N3CCN(c4ccccc4)CC3)c2C1=O	-1	0.8	96	1	0.2	0	-4	17	-4	-2
CCc1ccccc1-n1c(SCC(=O)N2CCCC2)nnc1-c1ccccn1	-4	-2.8	86	-1	0.2	13	x	-2	-6	4
O=C1C=C(c2cc(C(F)(F)F)cc(C(F)(F)F)c2)C[C@@H](c2ccc(Cl)cc2)C1	-1	0.7	98	-6	0.2	0	-4	7	-10	-10
Cc1nc2c(-c3ccccc3)c(C)nn2c(N)c1-c1ccccc1	0	4.6	88	-3	0.1	-6	-4	-6	-6	-16
C=CCSc1nc(C)c(CCC(C)C)c(=O)[nH]1	6	-0.1	94	1	-0.3	-1	6	12	-3	2
CCOC(=O)N1CCN(C(=O)c2cc3n(n2)C(C(F)(F)F)CC(c2ccc4c(c2)OCO4)N3)CC1 (stereo not drawn)	-2	-2.2	98	-1	1.2	9	-4	10	-5	-6
CSc1nc2ccc(NC(=O)C3CC(=O)N(Cc4ccco4)C3)cc2s1 (stereo not drawn)	2	-3.1	111	5	-0.2	2	x	-3	x	-6
COc1ccc(S(=O)(=O)Nc2cccc(-c3ccc4nncn4n3)c2)c(OC)c1	-6	-3.6	98	5	-0.1	-2	-1	9	-6	-4
Cc1cccc(Nc2nc(NCc3ccco3)nc(N3CCOCC3)n2)c1	-6	-1.0	101	-9	0.4	-3	-10	12	-8	-1
O=c1/c(=C/c2ccccn2)sc2n1CN(c1ccccc1)CN=2	4	-2.3	92	-1	-0.3	4	-4	2	-4	9
COc1ccc(NC(=O)C(NC(C)=O)C(=O)NCc2ccccc2)cc1 (stereo not drawn)	-3	0.2	203	-1	0.0	-5	x	3	-2	6
Cn1c(=O)c(C(=O)COc2ccc(C#N)cc2)c(N)n(Cc2ccccc2)c1=O	-2	-3.2	94	-2	-0.1	4	-1	4	-17	15

(further entries)
SMILES	m5-HT2A agonist	MC4R ag barr	ABCB6 inh MLPCN	N-glyco inh	aDG glyco act	PDI inh	Vif inh	MC4R antag cAMP	CaV13 ICDI inh	Cardio protect
O=C1C=C(NCc2ccccc2)C2(CCCCC2)O1	1	-1.4	95	2	-0.4	2	-3	3	x	0
CC(C)c1ccc(/C=N/NC(=O)c2ccccn2)cc1	-5	-0.1	96	-16	0.0	3	-6	5	-2	-14
CCCCn1cnc2sc(-c3ccccc3)cc2c1=O	-3	-1.1	91	-7	0.1	-11	-2	11	-5	-4
Cc1cccc(CS(=O)(=O)c2nnc([C@H](Cc3ccccc3)NC(=O)OC(C)(C)C)o2)c1	-2	0.2	98	-20	-0.4	6	x	15	x	-18
O=C(NCc1ccco1)c1ccc2c(=O)n(-c3ccccc3)c(=S)[nH]c2c1	-5	-0.5	100	-1	0.4	2	0	0	-8	2
CC(C)C[C@H]1CN([C@@H](CC(C)C)CN2CCC[C@H]2CN2C(=O)C(=O)NC[C@@H]2Cc2ccccc2)C(=O)C(=O)N1CCc1ccccc1	-4	x	98	x	0.1	x	x	x	-6	x
